# Source: PubChem (National Center for Advancing Translational Sciences (NCATS))
# TDP1 cell CPT – growth inhibition of DT40 Tdp1-/-;hTDP1 cells with camptothecin (screen for TDP1 inhibitors); 12% of 420,000 active; chicken DT40 Tdp1-/-;hTDP1 cells + 20 nM CPT, ATP luminescence, 48 h; Potency, µM (top dose mostly 46.2 µM), inactives show top-dose activity change, negative = growth inhibition, usual class: inhibitors; further: nearly all actives have a fitted effect of over 55% in size
#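 Chicken DT40 Tdp1-/- cells complemented with human TDP1, 400 cells/well, exposed to compounds plus 20 nM camptothecin for at least 48 h at 37 C; viability read as ATP content by CellTiter-Glo luminescence.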
# DT40 TDP1 no CPT – qHTS for Inhibitors of human tyrosyl-DNA phosphodiesterase 1 (TDP1): qHTS in cells in absence of CPT; Potency, µM (doses to about 46.2 µM), without a hit: at the highest dose activity change, negative = growth inhibition, most hits filed as inhibitors; AID 686978, 2013; DT40 Tdp1-/- hTDP1 cells, no CPT, ATP luminescence, 48 h; 15% of 420,000 active; further: nearly all actives have a fitted effect of over 55% in size
#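 Chicken DT40 Tdp1-/- cells complemented with human TDP1, screened without camptothecin (DMSO vehicle only), 400 cells/well. Compounds pin-transferred, cells incubated at 37 °C for at least 48 hr. Growth read as ATP-dependent luminescence (CellTiter-Glo, 30 min at RT).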
# TDP1 block – blocks human tyrosyl-DNA phosphodiesterase 1; Q9NUW8; recombinant TDP1, AlphaScreen DNA substrate cleavage; Potency, µM (series often up to 130 µM), inactives show at the highest dose activity change, negative = inhibition, most hits filed as inhibitors; 0.28% of 350,000 active; AID 485290; further: nearly all actives have a fitted effect of over 40% in size
# Target sequence (Q9NUW8 whole entry, looked up): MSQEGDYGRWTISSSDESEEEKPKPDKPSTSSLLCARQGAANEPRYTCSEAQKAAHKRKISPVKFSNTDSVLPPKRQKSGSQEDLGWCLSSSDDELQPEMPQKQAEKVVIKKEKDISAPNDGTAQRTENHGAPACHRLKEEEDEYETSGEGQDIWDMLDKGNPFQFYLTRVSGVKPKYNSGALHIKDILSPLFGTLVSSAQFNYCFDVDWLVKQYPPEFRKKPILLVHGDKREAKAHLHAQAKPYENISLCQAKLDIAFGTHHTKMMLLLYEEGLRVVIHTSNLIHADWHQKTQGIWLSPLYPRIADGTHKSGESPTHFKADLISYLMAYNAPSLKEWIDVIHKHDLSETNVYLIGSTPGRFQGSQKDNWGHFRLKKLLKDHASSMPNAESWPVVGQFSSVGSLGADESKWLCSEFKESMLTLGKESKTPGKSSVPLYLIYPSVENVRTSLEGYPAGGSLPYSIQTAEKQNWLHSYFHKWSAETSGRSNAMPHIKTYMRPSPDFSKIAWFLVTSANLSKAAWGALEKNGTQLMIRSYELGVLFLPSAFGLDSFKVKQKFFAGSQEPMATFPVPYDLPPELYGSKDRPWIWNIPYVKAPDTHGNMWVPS
#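 Tdp1 1 nM final; 15 min RT w/ cpd; substrate 15 nM, 5 min; beads 10 ug/ml, 10 min; AlphaScreen read. Neg ctrl: no enzyme.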
# The depositor's hits bear a star; ? = inconclusive; nt = no result given; [ ] = another dose, or the depositor's remark. The call rests on the fitted dose curve; in most records, active means well fitted curve in the direction sought with a large enough effect; inconclusive means small, poorly fitted or top-dose-only effect, or another doubt; inactive means no such curve, though single readings can be large; an effect the other way counts as inactive or inconclusive. On the % scale 0 is the no-effect control and ±100 the full control effect; potency means the concentration at half of the fitted maximal effect. Rows were taken by chance; any-hit rate near 18%.
no.	mol	TDP1 cell CPT	DT40 TDP1 no CPT	TDP1 block
1	O=C(/C=C/Nc1ccccc1)c1cnc(-c2ccccc2)s1	?	-12%	5%
2	COc1ccc(NC(=O)C2CC(c3cccc(Br)c3)=NO2)cc1OC (stereo not drawn)	?	-7%	nt
3	O=c1c(Cl)c(NCCO)cnn1-c1cccc(Cl)c1	-7%	-6%	3%
4	CCCS(=O)(=O)N1CCCC(C(=O)Oc2ccc(C)c(C)c2)C1 (stereo not drawn)	2%	-2%	nt
5	Cc1ccc(-c2cc(C(=O)N3CCOCC3)c3cc(C)ccc3n2)cc1	-1%	?	9%
6	CCC(=O)c1ccc(OCC(=O)N(CC)CC(=O)Nc2ccccc2OC)cc1	-30%	-8%	0%
7	CCOC(=S)SCc1cn2ccc(C)cc2n1	?	?	8%
8	O=C(NNC(=O)c1ccc(-c2ccccc2)cc1)c1ccccc1	-18%	-6%	-5%
9	COCCn1nnnc1CN1CCC(Cc2ccccc2)CC1	-7%	-20%	0%
10	COc1ccc(NC(=O)CN(C)S(=O)(=O)c2cccs2)cc1	15%	-9%	-1%
11	CCOc1ccc(-c2cc(C(=O)Nc3ccc4c(c3)OCCO4)c3ccccc3n2)cc1	?	10µM*	2%
12	Cc1ccc(S(=O)(=O)N2C[C@H]3C(=O)C[C@@H](c4ccc(Cl)cc4)N(S(=O)(=O)c4ccccc4C)[C@H]3C[C@H]2c2ccc(Cl)cc2)cc1	-16%	?	nt
13	COc1ccc(NC(=O)c2ccccn2)cc1OC	-14%	0%	6%
14	CCCNC(=O)c1cc2c(C(F)(F)F)nn(C)c2s1	-3%	1%	-3%
15	CCN(CC)S(=O)(=O)c1cccc(C(=O)Oc2cccnc2)c1	-16%	-19%	4%
16	CC(C)CC(=O)NC(=S)Nc1ccc(N2CCOCC2)c(Cl)c1	-19%	?	4%
17	COc1ccc(OC)c(CCNC(=O)c2cnn(-c3ccccc3Cl)c2C2CCN(C(=O)OC(C)(C)C)CC2)c1	18µM*	13µM*	3%
18	CCOC(=O)N1CCC(Nc2c(N3CCN(c4cc(Cl)ccc4C)CC3)c(=O)c2=O)CC1	?	?	5%
19	O=C(NC1CCCC1)C(c1ccccc1)N(Cc1ccccc1)C(=O)c1csnn1 (stereo not drawn)	13%	-24%	3%[0.0935 µM]
20	CSc1ncnc2c1ncn2CCCN(C)Cc1ccco1	6%	-1%	nt
21	CCOC(=O)c1c(S(=O)(=O)N2CCC(C(=O)NCc3cccc(C)c3)CC2)c(C)n(C)c1C	0%	-14%	2%
22	CCOC(=O)C1C(c2ccc(C(=O)O)cc2)NC(=O)NC1(O)C(F)(F)F (stereo not drawn)	2%	-4%	1%
23	O=C(CNCC1CCCO1)N1CCCCCC1 (stereo not drawn)	1%	-4%	-3%
24	CCCCN(CCCNC(=O)Cn1ncc2ccsc2c1=O)Cc1ccccc1	-11%	7%	8%
25	COC(=O)c1ccc2c(=O)n(Cc3ccco3)c(SCC(=O)Nc3cc(C)on3)nc2c1	-26%	-3%	0%
26	CCOCCCNC(=O)C(NC(=O)Cc1cccs1)c1ccc(Cl)cc1 (stereo not drawn)	2%	-9%	0%
27	CCc1cccc(NC2c3ccccc3C(=O)N2c2cccnc2)c1 (stereo not drawn)	-28%	-23%	4%
28	CC(OC(=O)c1ccc([N+](=O)[O-])s1)C(=O)NC1CCCCC1C (stereo not drawn)	23µM*	?	0%
29	Cc1ccc(CN2CCCn3nc(C(=O)NCc4ccc(OC(C)C)cc4)cc3C2=O)cc1	18µM*	16µM*	9%
30	COc1ccccc1Cc1c(-c2ccc(C#N)cc2)nc2ccc(C)cn12	?	18µM*	nt
31	Cc1ccc(S(=O)(=O)N2CCN(c3ccc4nnc(-c5ccccc5)n4n3)CC2)cc1	?	?	5%
32	O=C(NCc1nnc2n1CCN(Cc1cccc(Cl)c1)CC2)c1cccc(F)c1	5.2µM*	4.1µM*	nt
33	CCCCCCCOC(=O)C[N+](C)(C)CCOC1CC2CCC1(C)C2(C)C (stereo not drawn)	1.5µM*	1.6µM*	-6%
34	CN(C)CC(C)(C)CNS(=O)(=O)c1cccc(Cl)c1Cl	0%	-5%	5%
35	CCOc1cc(C(=O)NCc2ccccc2)ccc1OCC(=O)N1CCOCC1	9%	4%	7%
36	O=C(N=C1SC2CS(=O)(=O)CC2N1Cc1ccc(Cl)cc1)C1CC1 (stereo not drawn)	-15%	-5%	1%
37	COc1ccccc1NC(=O)Nc1ccc2[nH]c(=O)[nH]c2c1	?	-1%	0%
38	CC(C)(C)Cc1nnc(NC(=O)CSc2ccccc2)s1	?	?	nt
39	CC(C)N(C(=O)CSc1nc2ccccc2n1Cc1ccc(F)cc1)C(C)C	23µM*	?	2%
40	O=C(Nc1ccc(NC(=O)C2CCCCC2)nc1)c1ccccn1	-1%	-24%	2%
41	O=C(Nc1ccc(S(=O)(=O)NCc2ccccc2)cc1)c1ccc(Br)o1	21µM*	21µM*	0%
42	CCOc1cc(/C=N/NC(=O)Nc2ccccc2)ccc1O	-2%	?	3%
43	CCC(=O)Nc1c(C(=O)N2CCCCCC2)cnn1-c1ccc(C)c(C)c1	-3%	-10%	-2%
44	COc1ccc(OCC(=O)NC(=O)c2ccccc2)c([N+](=O)[O-])c1	-13%	-16%	0%
45	CCOC(=O)c1ccc2c(c1)nc(SCC(=O)N1CCOCC1)n2CC	12%	-20%	8%
46	Cc1ccc(C(=O)N/C(=C\c2cccs2)C(=O)N2CCN(C)CC2)cc1C	-3%	5%	4%
47	Cc1oc(=O)c(NC(=O)c2ccccc2)cc1C(C)O (stereo not drawn)	-1%	0%	-1%
48	CCCn1cc(SCC(=O)Nc2cc(C)on2)c2ccccc21	-4%	-9%	5%
49	COc1ccc(/C=N/NC(=O)c2cccc(C(=O)N/N=C/c3ccc(OC)cc3)n2)cc1	-17%	?	nt
50	CSC(=N)N	11%	1%	-8%[56.1 µM]
51	Nc1cc(S(=O)(=O)Nc2ccccc2Cl)ccc1N1CCCCC1	15µM*	9.2µM*	5%
52	CCOc1ccccc1NC(=O)c1ccc(-n2cncn2)nc1	3%	-15%	8%
53	COc1cccc(-c2ccc(NC(=O)C3CCCN(CCCn4cccn4)C3)cc2)c1 (stereo not drawn)	?	?	3%
54	CN(C)c1ccc(-c2sc(Nc3ccccc3)n[n+]2-c2ccc(F)cc2)cc1	?	?	nt
55	Cc1noc(-c2ccc(-c3noc(-c4ccc(F)cc4)n3)cc2)n1	-1%	-21%	-2%
56	Cc1ccn2cc(C(=O)Nc3ccc4c(c3)OCCO4)nc2c1	-24%	-27%	4%

# More records follow:
no.	mol	TDP1 cell CPT	DT40 TDP1 no CPT	TDP1 block
57	CCOc1ccc(Cc2noc3c2C(=O)CC(C)(C)C3)cc1OCC	-5%	?	6%
58	Cc1cc(C)nc(N/N=C/C2=C(N3CCOCC3)C(=C/c3ccccc3)/CC2)n1	16µM*	12µM*	0%
59	CC(C)OP(=O)(OC(C)C)C(NC(=O)c1ccccc1)C(N)=O (stereo not drawn)	-7%	-29%	0%
60	CCCn1c(CNc2ccccc2O)nc2ccccc21	?	?	7%
61	Cc1ccsc1C(=O)N1CCC(CO)(Cc2ccccc2)CC1	-24%	-27%	3%
62	O=C(Nc1c2c(nc3ccccc13)CCCC2)c1ccccc1Br	0%	?	4%
63	CCN1/C(=C2\C(=O)N(c3ccccc3)N=C2C)C=Cc2cc(C)ccc21	5%	-4%	5%
64	c1ccc(-c2ccnc3nc(N4CCN(c5ccccc5)CC4)nn23)cc1	18µM*	21µM*	1%
65	COc1cccc(NC(=O)C2(C)CCN2Cc2ccc3ccccc3c2)c1 (stereo not drawn)	?	?	nt
66	CCC1(CC)C(=O)C2=C3C1[C@H](C(=O)OC)C=C(C(=O)OC)C[C@H]3[C@H]1C(=O)N(CC(=O)OC)C(=O)[C@H]1[C@H]2C (stereo partly drawn)	-12%	0%	8%
67	Cc1ccc(NC(=O)c2ccc(NC(=O)N3CCSc4nc(C)cc(C)c43)cc2)c(Cl)c1	?	-20%	6%
68	COC(=O)c1cc2c(n1S(=O)(=O)c1ccc(C)cc1)C(=O)C(=O)c1[nH]cc(C(=O)OCc3ccccc3)c1-2	0.82µM*	1.6µM*	nt
69	COc1ccc(CNC(=O)CN2C(=O)NC3(CCCCCC3)C2=O)cc1OC	2%	-5%	2%
70	Cc1ccc(S(=O)(=O)c2c(C)cc(C)[nH]c2=O)cc1	-7%	7%	nt
71	CC(C)CCNC(=O)C(=O)Nc1c2c(nn1-c1ccccc1)CS(=O)(=O)C2	-15%	-13%	0%
72	O=C(Nc1ccc2c(c1)OCCO2)c1cc2sccc2n1Cc1ccccc1	18µM*	?	2%
73	COC(=O)CC(NC(=O)Nc1ccc(C)cc1)c1cccc([N+](=O)[O-])c1 (stereo not drawn)	0%	-8%	8%
74	NC(=O)NC(c1ccccc1)c1ccccc1	-3%	-17%	3%
75	COc1cccc(-c2cc(C(=O)Nc3ccncc3)c3ccccc3n2)c1	?	16µM*	6%
76	COc1ccc(OC)c(CN2CCOc3ccc(CN4CCC(O)(c5cccnc5)CC4)cc3C2)c1	5%[9.04 µM]	?	nt
77	CN(c1ccc(OCC(=O)OCC(=O)Nc2ccc(OC(F)F)cc2)cc1)S(=O)(=O)c1cccs1	-6%	-3%	?
78	CCN(CC)S(=O)(=O)c1cccc(C(=O)Nc2cc(C)cc(C)c2)c1	?	?	-1%
79	O=C(c1cc2c(s1)-c1ccccc1OC2)N1CCN(c2ccccc2F)CC1	?	-30%	-3%
80	Cc1ccccc1C(=O)c1cccn1CC(=O)NCCN1CCN(c2cccc(C)c2C)CC1	16µM*	8.2µM*	5%
81	Cc1cccc(NC(=O)CN2CCN(C(=O)CN3C(=O)NC4(CC(C)CC(C)(C)C4)C3=O)CC2)c1C (stereo not drawn)	21µM*	4.1µM*	nt
82	O=C(CCNC(=O)c1ccccc1Cl)NCCC1=CCCCC1	7%	-7%	0%
83	O=C(NCc1ccccc1Cl)c1cnn2cccnc12	-2%	4%	2%
84	CCCSc1nc2sc3c(c2c(=O)n1-c1ccc(C)c(Cl)c1)CCN(C(C)=O)C3	23µM*	23µM*	0%
85	COc1ncnc2c1ncn2CCCN1CCN(c2ncccn2)CC1	-2%	-29%	nt
86	Cc1cccc(Nc2cc(=O)[nH]c(=O)[nH]2)c1C	1%	1%	-5%
87	CN(C)/C(=N\S(=O)(=O)c1ccc(Cl)cc1)c1ccc(F)cc1	9%	2%	3%
88	O=C(COC(=O)c1ccc(S(=O)(=O)N2CCOCC2)cc1)NCc1ccco1	-22%	2%	nt

# Given as labelled records: part of the list above.
87: CN(C)/C(=N\S(=O)(=O)c1ccc(Cl)cc1)c1ccc(F)cc1
  TDP1 cell CPT = 9%
  DT40 TDP1 no CPT = 2%
  TDP1 block = 3%
88: O=C(COC(=O)c1ccc(S(=O)(=O)N2CCOCC2)cc1)NCc1ccco1
  TDP1 cell CPT = -22%
  DT40 TDP1 no CPT = 2%
  TDP1 block = nt
82: O=C(CCNC(=O)c1ccccc1Cl)NCCC1=CCCCC1
  TDP1 cell CPT = 7%
  DT40 TDP1 no CPT = -7%
  TDP1 block = 0%
85: COc1ncnc2c1ncn2CCCN1CCN(c2ncccn2)CC1
  TDP1 cell CPT = -2%
  DT40 TDP1 no CPT = -29%
  TDP1 block = nt

# New compounds follow
no.	mol	TDP1 cell CPT	DT40 TDP1 no CPT	TDP1 block
89	C[C@@H](NC(=O)[C@@H]1Cc2ccccc2CN1)C(=O)NCc1ccco1	17%	-5%	6%
90	C=CCOn1c(=O)c(-c2cc3ccccc3o2)[n+]([O-])c2ccccc21	-77%	18µM*	7%
91	Cc1ccc(C(=O)N/C(=C\c2ccccc2F)c2nc(=S)[nH][nH]2)cc1	21µM*	?	6%
92	Nc1ccc(N=Nc2ccccc2)c2cccnc12	-2%	-2%	nt
93	COc1cccc(CNC(=O)CCC(=O)N2CC3CCCN3c3ccccc32)c1 (stereo not drawn)	15µM*	16µM*	3%
94	Cc1ccccc1C(=O)NNC1=NCCC1	-2%	-1%	6%
95	COc1ccccc1OCC(=O)N1CCN(C(=O)c2ccco2)CC1	-1%	4%	3%
96	COC(=O)c1ccc2cc(F)cc(C)c2n1	-3%	-14%	nt
97	CC(C)(C)c1nc2scc(-c3cccs3)c2c(=O)o1	-20%	0%	4%
98	O=C(CC1CCCC1)NNC(=O)c1ccccc1O	?	?	nt
99	Nc1c(NCCC2=CCCCC2)c(=O)[nH]c(=O)n1Cc1ccccc1	26µM*	6.5µM*	2%
